Bioassay records from PubChem BioAssay.
DAGLB inh – diacylglycerol lipase beta (human) inhibition; Q8NCG7; HEK293T DAGLB membrane lysate, EnzChek fluorogenic substrate; inhibition, % at 5.17 µM; actives 0.059% (n = 340,000); AID 504411; in the data active = inhibition above about 34%;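 note: 0% = enzyme with vehicle and 100% = wells lacking enzyme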
CAL PDZ FP-1 – human CAL PDZ-peptide interaction inhibition; Q9HD26; purified CAL PDZ, TMR-peptide fluorescence polarization, 1 h; inhibition, % at 20 µM; actives 0.02% (n = 330,000); AID 504414;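 active = highest replicate inhibition of at least 40%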;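 note: plate controls were DMSO neutral control wells for no effect and unlabeled competitor peptide control wells for full effect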
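Material: tagged CAL PDZ domain; buffer or medium: 25 mM sodium phosphate pH 7.4, 150 mM NaCl, TCEP, IgG, Thesit; compound dosing: single point, 20 µM; schedule: 1 h incubation at room temperature before polarization reading; measured by: FP readout, S and P plane fluorescence; read-out basis: percent inhibition from loss of millipolarization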
V-ATPase pHluor – yeast V-ATPase proton transport regulation by pHLuorin; S. cerevisiae, pHLuorin cytosolic pH fluorescence; response, % at 10 µM; actives 0.37% (n = 350,000); AID 504577; in the data active = response mostly above about 7.3%, no sharp cut-off; inactive = mostly below about 5.4%; note: actives read high; inactives centre near 0; some compounds called inactive have numbers as strong as hits; reference of the scale not given here
DSG3 Ab inh – inhibitors of pemphigus antibody binding to human desmoglein-3; P32926; binding (percent of control), % at 10 µM; DSG3-coupled beads, scFv-anti-DSG3-GFP binding, flow cytometry; hits give low values; actives 0.48% (n = 310,000); AID 588358;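 active = binding more than 3 SD below its plate's average and above zero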;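 note: hits lower antibody fragment binding to DSG3; some compounds called inactive have numbers as strong as hits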
Arr AP2 block – blocks beta-arrestin peptide binding to AP2 adaptin; FITC-arrestin peptide / GST-AP2 beads, flow cytometry; AP2 beta2 appendage carries R879A mutation; inhibition, % at 10 µM; actives 0.31% (n = 340,000); AID 504490;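 active = inhibition above a set limit, near 3 SD of compounds lacking own fluorescence, cut at about 54% in these data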;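 note: plate controls were DMSO wells for no effect and 5 µM unlabelled arrestin peptide for full effect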
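System: GST-tagged AP2 beta2-adaptin appendage (R879A) on 4 µm glutathione beads / Reagent: FITC-arrestin peptide, 50 nM / Detection: HyperCyt-sampled flow cytometry, FL1 channel, ex 488/em 535 nm / Timing: 12 min plus 1 h, RT / Buffer or medium: PBS plus Tween 20 (0.05%) and BSA (0.1%)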
CAL PDZ FP-2 – CAL PDZ (human) peptide binding inhibition | Q9HD26 | purified CAL PDZ, TMR-peptide fluorescence polarization, 1 h | inhibition, % at 24.9 µM | actives 0.92% (n = 300,000) | AID 602252;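 active = mean inhibition of at least 30% with at least half of replicates also reaching 30%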;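 note: 0% = DMSO neutral control and 100% = excess unlabeled competitor peptide PRC23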
C-LANA FP – inhibitors of KSHV LANA C-terminal domain DNA binding | MBP-C-LANA/FAM-LBS DNA binding, fluorescence polarization | inhibition, % at 9 µM | actives 0.078% (n = 340,000) | AID 504423;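 active = highest replicate inhibition at or above 60% at 9 µM, even if other replicates fall short; inactive = all replicates below 60% inhibition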;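 note: 0% = neutral control wells and 100% = 4 µM acridine orange control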
NSD2 inh – blocks human histone methyltransferase NSD2. O96028. NSD2 peptide methylation, AlphaScreen, 120 min. inhibition, % at 12.5 µM. actives 0.54% (n = 310,000). AID 743445; in the data active = inhibition above about 50%
Cardiac RTF inh – cardiac RTF calcium desensitization | P19429+P45379 | AID 493244 | inhibition, % at 7.15 µM | actives 0.12% (n = 340,000) | IANBD-labeled cardiac RTF, Ca2+ fluorescence;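 active = inhibition above the mean inhibition of all tested compounds plus 3 SD, cut at about 17% in these data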;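 note: assay run at fixed EC70 calcium of 1.6 mM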
Keap1 Nrf2 FP – Keap1-Nrf2 (human) interaction inhibition; Keap1 Kelch-Nrf2 peptide fluorescence polarization, 1536-well; actives 0.15% (n = 340,000); inhibition, % at 9.4 µM; in the data active = inhibition above about 12%;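 note: human Keap1 Kelch domain with fluorescein labeled Nrf2 9mer peptide probe; 0% = neutral control wells and 100% = peptide positive control; higher means more block of Keap1 binding to Nrf2 peptide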
Target sequence (Q14145 whole entry, looked up, the tested form may be a part): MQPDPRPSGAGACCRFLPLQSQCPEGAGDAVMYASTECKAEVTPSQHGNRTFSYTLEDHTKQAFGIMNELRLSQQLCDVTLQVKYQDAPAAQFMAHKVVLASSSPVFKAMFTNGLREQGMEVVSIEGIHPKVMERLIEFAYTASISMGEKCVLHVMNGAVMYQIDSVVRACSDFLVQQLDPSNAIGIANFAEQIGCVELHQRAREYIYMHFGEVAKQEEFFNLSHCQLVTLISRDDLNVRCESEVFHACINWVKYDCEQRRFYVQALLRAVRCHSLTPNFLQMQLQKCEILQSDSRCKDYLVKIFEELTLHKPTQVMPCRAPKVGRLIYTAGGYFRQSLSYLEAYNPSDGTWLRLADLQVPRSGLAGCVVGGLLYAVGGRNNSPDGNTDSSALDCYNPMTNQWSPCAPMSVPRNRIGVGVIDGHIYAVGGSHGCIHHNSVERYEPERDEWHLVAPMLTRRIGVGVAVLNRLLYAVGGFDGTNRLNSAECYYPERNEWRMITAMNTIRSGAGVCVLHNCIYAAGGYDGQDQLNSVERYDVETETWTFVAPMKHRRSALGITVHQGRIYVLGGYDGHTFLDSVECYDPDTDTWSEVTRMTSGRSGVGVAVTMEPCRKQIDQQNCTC
Numbers without * were called inactive; / = not tested or not shown. The list is partial. The share of hits here may be higher or lower than overall.

1	O=C(Oc1ccnc2cc(Cl)ccc12)N1CCCCCC1
2	COCCNC(=O)C(=O)NNS(=O)(=O)c1ccc2ccccc2c1
3	CCCOc1ccc(/C=N/NC(=O)c2nnn(-c3nonc3N)c2-c2cccs2)cc1OC
4	Cc1ccc(NC(CC(=O)c2ccccc2)C(=O)O)cc1Cl (configuration not stated)
5	O=C(NC(=S)Nc1ccc2c(c1)OCCO2)c1ccccc1
6	CCC(c1nnnn1Cc1ccco1)N1CCC(C(N)=O)CC1 (configuration not stated)
7	CCCC(C)C(=O)Nc1ccc(NC(C)=O)cc1 (configuration not stated)
8	NC(=O)Cn1c2[n+](c3ccccc31)CC(O)CS2 (configuration not stated)
9	CCOc1ccc(C(=O)NCCCN(CC)CC)cc1
10	CCOC(=O)CNC(=O)CNC(=O)c1ccc(OC(C)C)cc1

Assay by compound,1,2,3,4,5,6,7,8,9,10
DAGLB inh,-7,1,0,-1,-14,0,-1,0,-2,/
CAL PDZ FP-1,-0.2,0.2,-1.8,-0.1,-3.1,-0.6,0.7,0.0,-2.5,/
V-ATPase pHluor,5,1,5,2,1,-1,-1,-1,-2,4
DSG3 Ab inh,101,103,104,105,129,87,/,78,87,97
Arr AP2 block,11,-16,-6,0,0,7,0,-8,-4,2
CAL PDZ FP-2,-3,-1,4,-4,-5,0,-4,-3,-2,/
C-LANA FP,0.0,0.5,2.6,-1.7,1.9,3.9,-1.5,2.1,1.8,/
NSD2 inh,-2,2,-1,/,24,4,-1,0,11,-7
Cardiac RTF inh,-18,1,-3,1,-8,-3,-3,-8,-2,/
Keap1 Nrf2 FP,-2,-4,-5,-1,1,-6,-2,1,4,/

11	Cc1ccc(S(=O)(=O)N2CCCN(S(=O)(=O)c3ccc4c(c3)OCCO4)CC2)cc1
12	CCN(CC)c1ccc(NC(=O)c2nc3nc(C)cc(C(F)F)n3n2)cc1
13	C#CCOCCOCCOCCNc1nc(N2CCOCC2)nc(N2CCN(C(=O)[C@H]([C@@H](C)CC)n3cc([C@@H](N)CO)nn3)CC2)n1
14	COc1cccc(NC(=O)CN(C)C(=O)c2ccc(N3CCCCC3)c([N+](=O)[O-])c2)c1
15	O=C1N[C@H](Cc2ccccc2)COC(=O)[C@H](Cc2ccc(F)cc2)C/C=C\C[C@@H]1CC(=O)N(CCO)Cc1ccccc1
16	COc1ccc([C@@H](OC)[C@@]2(Cc3ccc(O)cc3)N=C(N)N(C)C2=O)cc1
17	CCN1CCN(c2cc(C)c3cc(NC(=O)CCC(=O)N4CCN(c5ccccc5)CC4)ccc3n2)CC1
18	N#CCCn1nnc2ccccc21
19	COc1ccc(CNC(=O)CN(Cc2ccccc2Cl)C(=O)c2csnn2)cc1
20	O=C(NNC(=O)C1C2CCCCC21)c1coc(=O)c(Br)c1 (configuration not stated)

Assay by compound,11,12,13,14,15,16,17,18,19,20
DAGLB inh,-4,4,0,10,0,1,-1,0,0,5
CAL PDZ FP-1,-3.0,0.4,0.9,-1.6,-2.3,-1.4,1.7,0.1,-2.6,-0.5
V-ATPase pHluor,-2,-2,-2,-1,-5,-4,0,-1,-2,-2
DSG3 Ab inh,97,99,102,89,99,103,99,91,/,106
Arr AP2 block,1,-1,2,-1,3,-6,19,3,-10,11
CAL PDZ FP-2,/,/,-1,0,1,-1,-5,-3,-4,/
C-LANA FP,-1.6,-0.3,-2.3,0.8,1.1,-0.9,-0.3,-0.2,1.0,4.9
NSD2 inh,7,/,/,1,/,/,4,-5,-5,5
Cardiac RTF inh,-10,-2,0,0,0,-11,5,-20,-6,-5
Keap1 Nrf2 FP,-2,3,-6,-8,0,-5,1,-4,-2,-4

Complete entries from above. Screens in order: DAGLB inh	CAL PDZ FP-1	V-ATPase pHluor	DSG3 Ab inh	Arr AP2 block	CAL PDZ FP-2	C-LANA FP	NSD2 inh	Cardiac RTF inh	Keap1 Nrf2 FP
COc1ccc(CNC(=O)CN(Cc2ccccc2Cl)C(=O)c2csnn2)cc1 is listed as 0	-2.6	-2	/	-10	-4	1.0	-5	-6	-2
O=C(NNC(=O)C1C2CCCCC21)c1coc(=O)c(Br)c1 (configuration not stated) is listed as 5	-0.5	-2	106	11	/	4.9	5	-5	-4

In the list so far, these contain a Cl atom.
1	O=C(Oc1ccnc2cc(Cl)ccc12)N1CCCCCC1
4	Cc1ccc(NC(CC(=O)c2ccccc2)C(=O)O)cc1Cl (configuration not stated)
19	COc1ccc(CNC(=O)CN(Cc2ccccc2Cl)C(=O)c2csnn2)cc1

Assay by compound,1,4,19
DAGLB inh,-7,-1,0
CAL PDZ FP-1,-0.2,-0.1,-2.6
V-ATPase pHluor,5,2,-2
DSG3 Ab inh,101,105,/
Arr AP2 block,11,0,-10
CAL PDZ FP-2,-3,-4,-4
C-LANA FP,0.0,-1.7,1.0
NSD2 inh,-2,/,-5
Cardiac RTF inh,-18,1,-6
Keap1 Nrf2 FP,-2,-1,-2

(further entries)
21	COc1ccc(C(=O)Nc2cc3c(oc2=O)CCCC3=O)cc1
22	CCC1=C(OC(=O)N(CC)CC)N2C(=O)OC(=NCCc3c[nH]c4ccccc34)[C@]2(Cc2ccccc2)[C@H]2C1=CC[C@H]1C(=O)N(CC(=O)OC)C(=O)[C@H]12
23	CCNC(=O)c1cccc(NC(=O)CN2C(=O)NC3(CCCCC3)C2=O)c1
24	COc1ccc(/C=C/C(=O)OCC(=O)Nc2ccc(Cl)c(S(=O)(=O)N(C)C)c2)cc1OC
25	O=C1CC(N2CCN(c3nc4ccccc4s3)CC2)C(=O)N1Cc1cccs1 (configuration not stated)
26	O=C(C[n+]1cccc2ccccc21)c1ccc([N+](=O)[O-])cc1
27	Cn1ccc(C(=O)OCC(=O)Nc2ccccc2Cl)n1
28	CCOc1ccc(-c2nnn(CC(=O)Nc3cccc(OC)c3)n2)cc1OCC
29	COc1cc(C)ccc1OCCOCCOc1ccc([N+](=O)[O-])cc1
30	Cc1cc(S(=O)(=O)Nc2ccc3c(c2)COC3=O)ccc1F

Assay by compound,21,22,23,24,25,26,27,28,29,30
DAGLB inh,-2,-9,0,-2,-4,2,0,-9,-8,-1
CAL PDZ FP-1,0.0,0.6,-0.4,-1.9,0.0,0.2,-0.6,-4.1,-2.5,-0.2
V-ATPase pHluor,2,3,-3,0,2,-3,-2,-1,-2,1
DSG3 Ab inh,101,102,107,93,109,114,108,102,115,106
Arr AP2 block,48,-1,-6,-3,23,22,28,10,-4,0
CAL PDZ FP-2,-1,0,/,/,-1,-1,-6,-4,-2,-3
C-LANA FP,1.6,-1.3,3.6,0.2,1.3,0.5,-0.8,-1.3,-1.6,1.1
NSD2 inh,23,/,-1,-2,0,0,-5,1,1,-2
Cardiac RTF inh,0,-5,-1,1,-5,2,-2,-3,11,-5
Keap1 Nrf2 FP,2,-3,-25,-1,0,0,-1,-8,-4,-3

31	Cc1ccc(CNS(=O)(=O)c2ccc3c(c2)NC(=O)CO3)cc1
32	Cc1cc(C)cc(SCc2noc(C(=O)NCCN(C)C)c2C(=O)NCCN(C)C)c1
33	Cc1ccccc1N/C(SCc1cccc(Br)c1)=C(/C#N)C(N)=O
34	CCc1cc(C(=O)NNC(=S)Nc2ccccc2C)cs1
35	COc1cc(C(=O)NC2(C(F)(F)F)NC(=O)N(CCCc3ccccc3)C2=O)cc(OC)c1OC (configuration not stated)
36	CCCc1cc(C(=O)N2CCCC(N3CCN(c4ccc(F)cc4)CC3)C2)no1 (configuration not stated)
37	COc1cc(C2C=C(C34CC5CC(CC(C5)C3)C4)NC(=S)N2)cc(OC)c1OC (configuration not stated)
38	O=C(NCc1nc(-c2ccccc2)no1)c1ccc2c(c1)OCO2
39	CCOC(=O)C1(CCCc2ccccc2)CCN(C(=O)c2cnc(C)cn2)CC1
40	Cc1ccc(NC(=O)CSCC(=O)N2CCN(C(=O)c3ccco3)CC2)cc1

Assay by compound,31,32,33,34,35,36,37,38,39,40
DAGLB inh,2,-1,2,1,0,-1,-2,0,-4,-1
CAL PDZ FP-1,0.0,-0.7,-0.6,-0.8,-0.1,-1.9,-0.2,-3.4,-2.2,-1.1
V-ATPase pHluor,-1,1,1,-1,3,2,1,0,2,4
DSG3 Ab inh,109,100,103,/,111,103,104,106,91,102
Arr AP2 block,0,25,-8,-13,8,5,9,3,8,-7
CAL PDZ FP-2,2,-22,-1,6,-2,0,-1,-3,1,-4
C-LANA FP,0.9,0.9,1.6,-1.6,-2.3,0.7,-0.2,0.6,0.4,0.9
NSD2 inh,8,/,-2,1,1,5,8,-2,-2,0
Cardiac RTF inh,-3,-10,-5,-3,-12,-1,-6,0,-9,0
Keap1 Nrf2 FP,-5,1,-4,-1,-1,-1,0,-5,-1,2

41	Cc1c(Cl)cccc1-c1ccc(/C=N/n2cnnc2)o1
42	CCCCN(C(=O)C(C)N1C(=O)c2ccccc2C1=O)c1c(N)n(CCCC)c(=O)[nH]c1=O (configuration not stated)
43	Cc1ccc(C(=O)COc2ncnc3cc(Cl)ccc23)cc1
44	O=C1C(=Cc2ccccc2O)SC(=S)N1CCCN1CCOCC1
45	CC(=O)NC1C(=O)N(CCN2CCOCC2)c2ccc(Cl)cc21 (configuration not stated)
46	CN(CCOc1ccccc1)C(=O)c1cc([N+](=O)[O-])cc([N+](=O)[O-])c1

Assay by compound,41,42,43,44,45,46
DAGLB inh,0,-1,/,-1,9,4
CAL PDZ FP-1,-2.3,0.6,/,/,25,-2.1
V-ATPase pHluor,-5,-1,2,2,1,1
DSG3 Ab inh,101,/,106,102,112,101
Arr AP2 block,0,38,10,/,16,60*
CAL PDZ FP-2,-3,-2,/,/,11,3
C-LANA FP,-6.2,0.8,/,/,-3.7,-0.3
NSD2 inh,-2,-2,-2,8,-3,2
Cardiac RTF inh,-6,1,/,/,-7,-9
Keap1 Nrf2 FP,3,-2,/,/,-3,1
